# Assay outcomes (PubChem BioAssay)
# KDM5B inh: blocks human KDM5B histone demethylase activity. KDM5B demethylase, FDH-coupled NADH fluorescence (FDH is formaldehyde dehydrogenase). Q9UGL1. Potency, µM (titrated, usually from 57.7 µM), without a hit: top-dose activity change, negative = inhibition, most hits filed as inhibitors. 2.6% of 220,000 active. AID 1347165; active = well fitted inhibition curve with a large enough effect; inconclusive = small, poorly fitted or top-dose-only effect; inactive = no such curve, though single readings can be large or run the other way; note: 0% is about no effect; nearly all actives have a fitted effect of over 70% in size
# Target sequence (Q9UGL1 whole entry, looked up): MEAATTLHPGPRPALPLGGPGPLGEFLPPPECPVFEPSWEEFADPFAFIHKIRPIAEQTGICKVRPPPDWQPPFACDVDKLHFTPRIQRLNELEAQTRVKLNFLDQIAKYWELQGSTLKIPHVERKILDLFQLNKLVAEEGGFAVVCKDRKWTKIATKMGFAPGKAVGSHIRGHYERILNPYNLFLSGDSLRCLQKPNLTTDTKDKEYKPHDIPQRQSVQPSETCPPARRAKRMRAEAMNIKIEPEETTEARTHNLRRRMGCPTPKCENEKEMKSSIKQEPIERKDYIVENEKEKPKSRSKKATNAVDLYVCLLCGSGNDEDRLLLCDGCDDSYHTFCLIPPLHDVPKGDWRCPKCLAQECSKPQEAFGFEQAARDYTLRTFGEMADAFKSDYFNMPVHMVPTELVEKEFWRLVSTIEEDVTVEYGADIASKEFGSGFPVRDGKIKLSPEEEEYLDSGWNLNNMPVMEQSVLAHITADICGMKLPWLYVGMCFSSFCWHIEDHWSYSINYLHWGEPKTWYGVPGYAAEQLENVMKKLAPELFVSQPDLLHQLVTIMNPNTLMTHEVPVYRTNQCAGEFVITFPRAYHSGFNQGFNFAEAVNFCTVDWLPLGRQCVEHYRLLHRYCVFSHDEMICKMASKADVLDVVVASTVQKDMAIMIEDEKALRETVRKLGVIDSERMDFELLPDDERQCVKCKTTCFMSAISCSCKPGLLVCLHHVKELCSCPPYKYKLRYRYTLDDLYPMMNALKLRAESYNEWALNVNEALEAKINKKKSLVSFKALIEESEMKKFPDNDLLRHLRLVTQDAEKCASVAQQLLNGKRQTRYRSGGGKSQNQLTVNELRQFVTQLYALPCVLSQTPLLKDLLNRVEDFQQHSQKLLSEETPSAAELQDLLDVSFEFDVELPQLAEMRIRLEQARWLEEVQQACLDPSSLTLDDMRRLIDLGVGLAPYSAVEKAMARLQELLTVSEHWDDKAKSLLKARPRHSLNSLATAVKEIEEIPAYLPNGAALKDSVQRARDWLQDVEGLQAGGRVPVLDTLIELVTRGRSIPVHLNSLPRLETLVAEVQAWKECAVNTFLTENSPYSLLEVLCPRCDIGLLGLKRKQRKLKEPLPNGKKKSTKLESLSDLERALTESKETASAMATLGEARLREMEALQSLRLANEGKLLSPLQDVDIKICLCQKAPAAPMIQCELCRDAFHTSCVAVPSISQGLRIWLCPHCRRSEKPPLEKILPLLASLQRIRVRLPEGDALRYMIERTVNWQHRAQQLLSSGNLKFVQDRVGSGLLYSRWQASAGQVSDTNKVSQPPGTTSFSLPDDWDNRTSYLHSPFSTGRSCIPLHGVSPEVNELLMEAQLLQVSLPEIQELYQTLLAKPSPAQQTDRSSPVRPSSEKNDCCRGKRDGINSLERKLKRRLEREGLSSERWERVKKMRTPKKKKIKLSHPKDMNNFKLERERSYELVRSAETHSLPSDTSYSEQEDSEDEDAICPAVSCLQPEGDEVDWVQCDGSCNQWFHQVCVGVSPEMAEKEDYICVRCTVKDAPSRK
#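 qHTS format, multiple compound concentrations. Buffer 50 mM HEPES pH 7.5/0.01% Tween-20; 200 nM KDM5BΔAP final; 10 min compound preincubation; substrate-mix levels 12.5 µM peptide, 25 µM α-KG, 0.25 mM NAD⁺; 30 min RT; ΔRFU.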
# Active calls of the source: *; ? = inconclusive; [ ] = remark or other dose. Potency is the fitted concentration of half-maximal effect. A portion of the library, so the mix of outcomes need not match the whole.
KDM5B inh,mol
-4.2%,Cc1ccccc1NC(=O)Cn1c(=O)n(-c2ccc(F)cc2)c(=O)c2c1cc(C)n2C
-10.9%,Cn1c2c(c(=O)n(C)c1=O)C(c1ccccc1[N+](=O)[O-])CC(=O)N2 (configuration not stated)
11.9%,CN(Cc1ccccc1)C(=O)c1nc2ccccn2c1CNCCCOc1cccnc1
80.9%[activator][86.2 µM],COCc1cc(C[C@@H]2CC[C@H](O)[C@@H](CNCc3cccc(OC)c3)O2)no1
14.8%,O=S(=O)(Cc1ccccc1)N1CCC(OC2CCN(Cc3cccnc3)CC2)CC1
-12.0%,Cc1nc2c(c(-c3ccc(O)cc3)n1)CN([S+](=O)([O-])c1c(C)noc1C)CCC2
2.4%[86.2 µM],CN[C@@H]1[C@H](O)[C@H](CO)O[C@@H]1CNC1CCCCC1
20.8%,Cc1cc(C(=O)N2CCCC(CCc3c(F)cccc3F)C2)nc(C)n1 (configuration not stated)
28.7%,COc1ccc(-n2nc3c(c2NC(=O)COc2ccccc2)CS(=O)C3)cc1 (configuration not stated)
17.7%,Cc1cc(C(C#N)c2ccc(Cl)cc2)c(Cl)cc1N (configuration not stated)
6.6%,CC(C)=CC1C(C(=O)Nc2c(C)cc(C)cc2C)C1(C)C (configuration not stated)
-0.4%,COc1ccc(-c2noc(-c3ccc(N4CCCCC4)c([N+](=O)[O-])c3)n2)cc1
22.0%,NNC(=O)Cn1nc2n(c1=O)-c1ccccc1SC2
-37.3%,O=C(Nc1cccc(Cl)c1F)N1CCC(n2cnnc2C2CC2)C1 (configuration not stated)
10.6%,Cc1ccc(NS(=O)(=O)c2cc(-c3ccc4nnc(C)n4n3)ccc2C)cc1
0.2%,CN(C)c1ccc(NC(=O)CSC2=Nc3ccccc3C3=NC(CC(=O)NCc4ccccc4)C(=O)N23)cc1 (configuration not stated)
-3.9%,COc1cc(C=O)cc(Cl)c1OCc1ccc(F)cc1
-10.9%,O=C(CCc1ccsc1)N1CCC2(CCCN(Cc3cccnc3)C2=O)C1 (configuration not stated)
10.5%,Cc1cc(=O)n(CC(=O)N[C@@H]2CCOC[C@H]2Oc2ccccn2)nc1C
-2.6%,O=C1CCCc2cc(S(=O)(=O)N3CCCC(C(=O)NCc4ccccc4Cl)C3)ccc2N1 (configuration not stated)
-9.4%,CN(C)C(=O)C1CN(C(=O)c2cc(F)ccc2F)CC12CCOCC2 (configuration not stated)
-9.7%,Cc1sc2c(c1C)c(=O)n(CCc1ccccc1)c(=O)n2Cc1ccc(F)cc1
31.2%[activator],Cc1ccc(S(=O)(=O)NCCC(=O)Nc2cccc(S(N)(=O)=O)c2)cc1C
25.7%,Cc1nc(C(=O)N2CCCC(Cn3cc(-c4ccsc4)nn3)C2)cs1 (configuration not stated)
?,COCCN1CCOc2nc(-c3cc4ccccc4o3)ncc2C1=O

# Compounds listed so far containing a thiophene ring, fused or not:
KDM5B inh,mol
-10.9%,O=C(CCc1ccsc1)N1CCC2(CCCN(Cc3cccnc3)C2=O)C1 (configuration not stated)
-9.7%,Cc1sc2c(c1C)c(=O)n(CCc1ccccc1)c(=O)n2Cc1ccc(F)cc1
25.7%,Cc1nc(C(=O)N2CCCC(Cn3cc(-c4ccsc4)nn3)C2)cs1 (configuration not stated)

# New compounds follow:
KDM5B inh,mol
14.5%,COc1cccc(N2CC(C(=O)N3CCC(C(=O)N(C)C)C3)NC2=O)c1 (configuration not stated)
2.8%,Cn1c(=O)n(C)c2cc(N3CCOCC3)c(NC(=O)COc3ccc(Cl)cc3)cc21
?,COCCc1noc(-c2ccccc2OC2CNC2)n1
-5.2%,Cc1ccc(S(=O)(=O)Nc2ccc(Nc3ccc([N+](=O)[O-])cc3[N+](=O)[O-])cc2)cc1
?,Cc1nn2c(c1-c1ccccc1-c1ccccc1)N(C(=O)Cc1ccccn1)CCC2
9.6%,Cc1csc(SCC(=O)Nc2nncs2)n1
8.1%,NC(=O)COc1ccc(Cl)cc1Br
1.4%,Cn1cccc1C(=O)N1CCC(N2C[C@H](O)C[C@H]2C(=O)NC2CCCCC2)CC1
-5.0%,Fc1ccccc1CSc1nc2ccccc2nc1SCc1ccccc1F
-13.7%,CNC(=O)N1CCC(Cc2noc(-c3ccncc3)n2)C1 (configuration not stated)
21.8%,Cc1cc(Cl)ccc1NC(=O)N1CCCC(Cn2cnc3cccnc32)C1 (configuration not stated)
?,Cc1nc2c3cccnc3nn2c(C)c1CCC(=O)NCc1ccccc1Cl
-12.1%,CCc1cccc(C)c1-n1nnnc1C(C)(CC)Nc1ccc2c(c1)OCCO2 (configuration not stated)
8.6%,O=C(NC1CCCCC1)c1ccncc1
?,CCOC(=O)C1CCN(c2cc(C)nc3c(-c4ccccc4OC)c(C)nn23)CC1
-9.9%,CCn1ccc(C(=O)N2CCC(c3cc(Cc4ccccc4)[nH]n3)CC2)n1
?,CCC1=C(C(=O)OC)C(c2ccccc2)N2C(CC(=O)NCC3CC3)=CSC2=N1 (configuration not stated)
-22.5%,CCN(CC)S(=O)(=O)c1ccc2[nH]c(=O)cc(C(=O)Nc3ccccc3N3CCCC3)c2c1
?,COc1ccc(NC(=O)CC2=C3CCCCC3NC2=O)cn1 (configuration not stated)
?,OC[C@H]1C[C@@H](NCc2cccc(Cl)c2)[C@H](O)[C@@H]1O
7.6%,Cc1ccc(C(=O)Nc2cc3c(cc2C(=O)c2ccccc2)OCCO3)cc1
12.7%,O=C(CSc1cn(Cc2ccc(F)cc2)c2ccccc12)N1CCCC1
-7.3%,CC(C)(C)OC(=O)N1Cc2ccccc2C[C@H]1C(=O)Nc1ccc2c(c1)OCCO2
-24.8%,O=C(NCc1ccc(Cl)cc1)c1cnc2sc(N3CCCCCC3)nn2c1=O
-17.8%,COc1ccccc1-c1cc(NC(=O)C(C)OCC2CC2)n[nH]1 (configuration not stated)

# Next part.
KDM5B inh,mol
13.8%,Cc1cc(C)cc(NC(=O)CCC(=O)Nc2nnc(C(F)(F)F)s2)c1
?,c1cncc(-c2nc3ccncc3[nH]2)c1
16.9%,C=C(C)CC1(NCc2ccccc2)CCCCC1
16.1%,CCOC(=O)c1cnc(SCC(=O)Nc2cccc(Cl)c2C)nc1N
13.1%,Cc1nc(C(=O)NC2CCCCC2)ccc1C#N
?,COc1ccc(Cl)cc1-c1ccc2c(c1)C(=O)N1CC[C@H](N)C[C@H]1C(=O)N2
5.7%[86.2 µM],CN1C[C@@H](NC(=O)c2ccccc2)C[C@H]1c1nc(-c2ccncc2)no1
?,Cc1ccc(CNC(=O)C2CCCN(c3nnc(-n4c(C)ccc4C)s3)C2)cc1 (configuration not stated)
-4.4%,COc1cccc(NC(=O)[C@H](Cc2ccccc2)n2c(=O)[nH]c3ccccc3c2=O)c1
13.4%,Cc1n[nH]c(C)c1C(NC(=O)c1scc2c1OCCO2)C(=O)O (configuration not stated)
?,CCc1cc(=O)n(CC(=O)Nc2ccc(C)cc2Cl)c(N2CCOCC2)n1
5.4%,Cc1cccc(N2C(=O)CC(c3c[nH]c4ccccc34)C2=O)c1 (configuration not stated)
37.7%[activator],Cc1cc(-n2cccn2)ccc1CN(C)CC(C)N1CCOCC1 (configuration not stated)
-5.3%,O=C(NC1CCN(c2cc(-c3ccccc3)[nH]n2)CC1)c1ccccc1
-13.7%,COc1ccc(C(=O)N2CCCC(Cc3nc(C4CCOCC4)no3)C2)cc1 (configuration not stated)
-27.0%,COc1cc2oc(=O)c(CC(=O)NCc3ccc(C)cc3)c(C)c2cc1Cl
-3.4%,CC1CCCC(NC(=O)CSCc2cccs2)C1 (configuration not stated)
-19.6%,N#Cc1cccc(Oc2cccc3cccnc23)c1C#N
?,CC1=C(C(=O)Nc2ccccc2)C(c2ccccc2C)n2ncc(C(=O)Nc3ccccc3)c2N1 (configuration not stated)
-3.9%,Cc1cc(C(=O)NC2CCN(Cc3ccccc3)CC2)c2ccccc2n1
0.7%,Cc1ccc(C)c(CNC(=O)Nc2nc(C)ns2)c1
-5.3%,COc1cccc(NC(=O)NC[C@H]2O[C@@H](CC(=O)N3CCc4ccccc43)[C@H](O)[C@@H]2O)c1
121.3%[activator][86.2 µM],COc1ccccc1CNC(=O)C[C@@H]1CCNC[C@@H]1Cc1cc(-c2ccccc2)on1
-29.8%,Cc1cc(C(=O)NC2CCc3nnc(C4CC4)n3CC2)no1 (configuration not stated)
?,COc1ccc(CNC(=O)c2ccc(-c3nc(CSc4ccc(C)cc4)c(C)o3)cc2)c(OC)c1

# Shown as tab-separated lines: 2 of the compounds above
molecule	KDM5B inh
Cc1cc(C)cc(NC(=O)CCC(=O)Nc2nnc(C(F)(F)F)s2)c1	13.8%
c1cncc(-c2nc3ccncc3[nH]2)c1	?

# The listing continues.
KDM5B inh,mol
-14.5%,CCCn1c(C)cnc1CC1CCN(C(=O)CCOC)CC1
-0.3%,COCC(=O)NC1CCC12CCN(C(=O)c1ccco1)CC2 (configuration not stated)
-7.1%[115 µM],Cc1ccc(C(=O)N2CCC3(C2)C(=NC2CCCC2)NC(=O)N3c2cc(F)cc(F)c2)cc1 (configuration not stated)
-0.4%,Cc1c(Cl)cccc1NC(=O)C(C)n1nc(C)c2c(C)n(-c3ccccc3)nc2c1=O (configuration not stated)
6.6%,COc1ccc(/C=C2\Oc3c(ccc(OS(C)(=O)=O)c3C)C2=O)c(OC)c1
-7.1%,COc1ccccc1Cn1cc(C(=O)c2ccc(Cl)cc2)c(=O)c2cc3c(cc21)OCCO3
?,CC1(C)CN(C(=O)c2cn(CCN3CCNCC3)nn2)C[C@]1(C)O
60.2%[activator],CCN(CC)c1ccc(/C=N/NC(=S)Nc2cccc(C)c2)cc1
-12.1%,COc1ccccc1C(=O)Nc1ccc([C@H]2OCC(=O)N(Cc3ccccc3)[C@@H]2CO)cc1
12.4%,CC(=O)N1CCN(c2ccccc2NC(=O)c2ccc(-c3cccc([N+](=O)[O-])c3)o2)CC1
?,N#Cc1ccnc(N2CCN(C(=O)Nc3cccnc3)CC2)c1
?,CC(=O)Nc1cccc(-c2nccc3c(=O)cc(-c4ccncc4)oc23)c1
?,CCC(OC(=O)CN1C(=O)C(=O)c2ccccc21)C(=O)Nc1ccccc1OC (configuration not stated)
0.6%,Cc1sc(NC(=O)CC2(CC(=O)O)CCCC2)c(C(N)=O)c1-c1ccc(C(C)C)cc1
?,N#Cc1c(NCc2ccncc2)nc(-c2ccccc2)c2c1CCCC2
?,Cc1ccc(C)c(N2CCN(S(=O)(=O)c3ccc(-c4coc(C)n4)cc3)CC2)c1
28.9%,Cc1ccc(C(=O)N2CCC(Cc3nncn3C)CC2)cc1N1CCNC1=O
-22.0%,CCCCN(C)C(=O)Cn1c(C2CC(=O)N(c3ccc(C)cc3)C2)nc2ccccc21 (configuration not stated)
?,Cc1ccc(-c2nc(C3CC(=O)OC34CCCC4)n(CC(=O)O)n2)o1 (configuration not stated)
17.9%,CCOP(=O)(OCC)C(Nc1ccccc1)c1cccnc1 (configuration not stated)
11.2%,COCCN1CCC(N2CCN(C(=O)c3ccccc3Br)CC2)C1=O (configuration not stated)
2.0%,CCN1CCC(CNCc2cccs2)C1 (configuration not stated)
9.3%,CCOC(=O)c1c(CC(C)C)csc1NC(=O)c1ccccc1C(=O)O
?,CCOC(=O)c1nc2cc(C)c(C)cc2nc1NCc1ccco1
-27.5%,COc1ccc(NCc2cccn2-c2nnc(N3CCCCCC3)s2)cc1

# Sorted by the number under KDM5B inh (rising): 7 from the list above.
canonical_smiles | KDM5B inh
CCCCN(C)C(=O)Cn1c(C2CC(=O)N(c3ccc(C)cc3)C2)nc2ccccc21 (configuration not stated) | -22.0%
COc1ccccc1-c1cc(NC(=O)C(C)OCC2CC2)n[nH]1 (configuration not stated) | -17.8%
CNC(=O)N1CCC(Cc2noc(-c3ccncc3)n2)C1 (configuration not stated) | -13.7%
O=C(NC1CCN(c2cc(-c3ccccc3)[nH]n2)CC1)c1ccccc1 | -5.3%
COc1cc(C=O)cc(Cl)c1OCc1ccc(F)cc1 | -3.9%
CCOC(=O)c1cnc(SCC(=O)Nc2cccc(Cl)c2C)nc1N | 16.1%
C=C(C)CC1(NCc2ccccc2)CCCCC1 | 16.9%

# (more compounds)
KDM5B inh,mol
19.9%,O=[N+]([O-])c1cccc(/C=N/Nc2ccc(Cl)nn2)c1
12.2%,Cc1cc(-c2nn(-c3ccccc3F)cc2CN(C)C2CCOC2)c(C)s1 (configuration not stated)
10.6%,COc1ccc(NC(=O)CCCSc2ccccc2)cc1S(N)(=O)=O
25.4%,C/C(=N\NC(=O)c1cccc(Br)c1)C(C)C
10.3%,COc1ccccc1-c1c(C)nn2c(SCC(=O)NCc3ccc(Cl)cc3)cc(C)nc12
0.7%,Nc1nccc(N2CCC3(CCC(=O)N(CC4CCCO4)C3)CC2)n1 (configuration not stated)
?,Cc1ccc(-c2cc(C(=O)O)c3cccc(Cl)c3n2)o1
4.9%,COCC(=O)N[C@@H]1CN(C(=O)C2(c3ccccc3)CC2)CC[C@@H]1c1nc(C)no1
?,COc1ccc(-c2nc(S(=O)(=O)c3ccc(C)cc3)c(NCc3ccccc3)o2)cc1
-6.6%,O=C(c1ccc(C(F)(F)F)cc1)N1CCN(C2CCN(Cc3cccnc3)C2=O)CC1 (configuration not stated)
-29.5%,CC1=C(C(=O)Nc2ccccc2)C(c2ccccc2C)n2nc(SCC(=O)c3ccc(C)cc3)nc2N1 (configuration not stated)
-14.9%,COc1cc(Nc2ncnc3scc(-c4ccc(Cl)cc4)c23)cc(OC)c1
